Assay outcomes as filed in PubChem.
S1P4 antagonist: blocks the human S1P4 receptor. inhibition, % at 4.98 µM. 0.26% of 220,000 active. S1P4-expressing cells, antagonist mode, reporter read-out. O95977. AID 1510; in the data active means inhibition above about 29%;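 further: 0% = wells stimulated with agonist and 100% = vehicle wells without agonist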
NPY Y1 blocker: antagonists of human neuropeptide Y receptor Y1 | inhibition, % at 3.6 µM | 1% of 200,000 active | HEK293-CNG Y1 cells, membrane potential fluorescence; NPY at EC95, then isoproterenol | P25929;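 active means inhibition above the campaign mean inhibition of all tested compounds plus 3 SD, cut at about 20% in these data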;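 further: 0% = DMSO wells given NPY plus isoproterenol and 100% = isoproterenol alone without NPY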
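Material: HEK293 Y1/CNG channel cell line; also added: NPY (25 nM), isoproterenol (1 µM), Ro 20-1724 (25 µM); doses: one concentration, 3.6 µM, in 0.4% DMSO; schedule: compound incubation 1 h at room temperature, readout 45 min post-stimulation; technique: membrane potential fluorescence; measure: fluorescence ratio normalized to % inhibition between controls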
EP2 antag: inhibitors of human EP2 prostaglandin E2 receptor. C6 glioma cells expressing human EP2, cAMP TR-FRET; cells stimulated with saturating PGE2. inhibition, % at 25 µM. 0.52% of 260,000 active;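 active means percent inhibition above 40 after rounding to a whole number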;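 further: rat C6 glioma host cells with rolipram phosphodiesterase inhibitor present; the protocol text gives 20 µM as final concentration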
NPY-Y1 PAM-ag: human NPY-Y1 potentiation or agonism, primary screen. 0.37% of 220,000 active. activation, % at 3.6 µM. NPY-Y1 expressing cells, potentiator/agonist activation. P25929; in the data active means activation above about 33%, passing the limit was not always enough;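 further: cells stimulated with NPY at EC10 then isoproterenol at EC100; 0% = low agonist plus stimulus and 100% = saturating agonist plus stimulus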
NPY-Y2 PAM-ag: potentiates or activates human NPY-Y2 receptor; P49146; cells expressing NPY-Y2, potentiator/agonist read-out; activation, % at 3.6 µM; 0.45% of 220,000 active; in the data active means activation above about 27%;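 further: cells stimulated with NPY near EC25 plus isoproterenol at EC100; 0% = vehicle plus submaximal agonist and 100% = vehicle plus saturating agonist; some results beyond the cut were filed as inactive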
EP2 mod: modulators of human EP2 prostaglandin E2 receptor; EP2-expressing cells, cAMP HTRF FRET, PGE2 co-stimulation; induction, % at 25 µM; 0.83% of 260,000 active; AID 940;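 active means compounds whose cAMP rise, as percent of the full-agonist control response, exceeds 60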;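 further: rat C6 glioma line stably carrying human EP2 under a CMV promoter; the protocol text gives 20 µM as final concentration; 100% = response of wells given 1 µM PGE2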
eIF4E 4G PPI: inhibitors of eIF4E and eIF4G interaction in translation initiation; 0.37% of 220,000 active; TR-FRET eIF4E-eIF4GI(517-606) binding, 2 h; inhibition, % at 21.7 µM; P63073+Q04637;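 active means inhibition above about 30%, limit read from the data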;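 further: 0% = full FRET control wells and 100% = background wells lacking eIF4GI fragment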
p97 ATPase inh: inhibitors of human p97 ATPase. inhibition, % at 8 µM. AID 1481. P55072. recombinant p97 ATPase, Kinase-Glo ATP luminescence, 3 h. 0.42% of 220,000 active; in the data active means inhibition above about 15%;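 further: 0% = DMSO vehicle and 100% = wells lacking enzyme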
S1P4 ag: activates the human S1P4 receptor. O95977. activation, % at 4.98 µM. S1P4-expressing cell line, agonist reporter assay. AID 1509. 0.35% of 220,000 active; in the data active means activation above about 11%;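 further: 0% = DMSO vehicle and 100% = reference agonist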
* marks the source's active call; other numbers are inactive results; nt = not tested or not shown; & = joins results of further samples; [ ] = another dose, or the depositor's remark.

SMILES	S1P4 antagonist	NPY Y1 blocker	EP2 antag	NPY-Y1 PAM-ag	NPY-Y2 PAM-ag	EP2 mod	eIF4E 4G PPI	p97 ATPase inh	S1P4 ag
O=C(CSc1nc(-c2ccco2)cc(C(F)(F)F)n1)Nc1ccc(C(=O)N2CCOCC2)cc1	-5	7	11	-33	-7	15	2	5	0.5
Nc1ccc(S(=O)(=O)Nc2ccc(S(N)(=O)=O)cc2)cc1	15	1	15	12	6	19	8	6	2.9
COc1cc(NC(=S)N(C)CCC#N)c(OC)cc1Cl	5	nt	12	7	-17	-19	3	2	0.5
CCC1(CC)NC(=O)N(Cc2nc3ccccc3s2)C1=O	1	0	7	24	2	-43	-1	6	0.3
C=CCNc1oc(-c2cccs2)nc1S(=O)(=O)c1ccccc1	-5	3	8	25	17	34	-5	-1	0.4
Cc1cccc(C(=O)NNC(=O)CCn2nnc3ccccc32)c1	-1	1	2	-16	-1	-3	-2	-1	1.2
O=C(O)CC(=O)Nc1ccc(Oc2ccc(C(F)(F)F)cn2)c(Cl)c1	7	1	2	19	3	10	-3	4	2.7
Cc1ccc(NC(=O)CSc2n[nH]c(-c3ccncc3)n2)cc1C	-9	0	4	10	-8	-1	-14	5	1.7
CC(C)n1c(NCc2c[nH]c3ccccc23)nc2ccccc21	5	11	nt	7	15	0	-4	1	-1.8
COc1ccc(C(=O)Nc2ccccc2)cc1S(=O)(=O)Nc1cc(C)on1	7	-1	6	-21	1	19	-4	-1	-0.2
Cc1ccc(-n2c(SCC(=O)Nc3ccc4c(c3)OCO4)nnc2-c2cccs2)cc1	-3	-2	16	-24	-14	15	-18	2	-2.8
O=C(c1ccc(Br)o1)N1CCN(Cc2ccc3c(c2)OCO3)CC1	-7	7	11	17	5	-50	4[fluorescence artefact?]	-5	-0.7
S=c1[nH]nc(-c2cc(-c3ccccc3)n[nH]2)n1/N=C/c1c(Cl)cccc1Cl	5	nt	11	-30	-37	43	-10	-1	0.0
O=C(O)CN=C(NS(=O)(=O)c1ccc(Cl)cc1)c1ccccc1	-7	-4	7	15	-2	15	-1	2	3.6
C#CCOCCOCCOCCNc1nc(N2CCOCC2)nc(N2CCN(C(=O)[C@H](Cc3ccc(O)cc3)n3cc([C@@H](N)C(C)CC)nn3)CC2)n1 (stereo not given in full)	-3	-1	12	3	0	-13	-3	1	1.9
COc1ccc(N(Cc2cc3ccccc3[nH]c2=O)C(=O)C2CCCO2)cc1 (stereo not given)	1	1	19	-10	-7	3	-6	5	0.5
CCOc1cc(C(=O)O)cc(Cl)c1OCC#N	0	-2	10	-3	5	0	6	6	0.3
CC(C)C(=O)c1cn(CC(=O)NCC2CCCO2)c2ccccc12 (stereo not given)	3	2	5&10	-2	13	-11&-14	9	10	-0.3
COc1cccc(C(=O)N2CCN(C3CCN(Cc4ccccc4)CC3)CC2)c1OC	-1	nt	9	8	5	-4	-13	1	0.5
C/C(=C1/SC(N2CCCC2)=NC1=O)c1ccc(Br)cc1	26	3	12	15	-24	22	0	-10	0.8
COCCC(=O)N1CCc2c([nH]c3ccccc23)C1C(C)(C)C (stereo not given)	4	4	10	9	-6	-4	3	-3	2.1
CC(C)(CO)NC(=O)CC1C(=O)NCCN1Cc1ccc(-c2ccccc2)cc1 (stereo not given)	10	-1	6	22	11	-5	-1	6	-1.0
C=C(C)CC(NCc1ccco1)c1ccc(OC)cc1 (stereo not given)	-11	7	11	11	-10	35	-8	3	-1.2
Oc1ccccc1C1CC(c2cccs2)=NC(c2cccc(Br)c2)N1 (stereo not given)	30*	4	6	14	-2	33	2	7	2.4
Oc1ccc2ccccc2c1N=Nc1ccccn1	50*	-4	17	-3	2	-5	1[fluorescence artefact?]	-8	-3.6
CC1(C)CC(=O)C(N=Nc2cccc(F)c2C#N)=C(O)C1	-16	nt	5	14	12	-14	-4	8	-0.1
COC(=O)c1ccc(-c2ccc(CNCC(O)c3ccccc3)o2)cc1 (stereo not given)	-9	1	9	-4	9	-41	8	1	-0.6
O=C(OCCN1C(=O)c2cccc3c(N4CCOCC4)ccc(c23)C1=O)c1cccc(Cl)c1	-20	2	3	6	1	-7	26	2	1.7
O=C(c1cccs1)N(c1ccc(Cl)cc1)C1C=CS(=O)(=O)C1 (stereo not given)	-16	-1	11	-9	1	-21	2	3	0.9
CCN1C(=O)C(F)(CC)C(=O)c2ccccc21 (stereo not given)	-9	-3	7	2	0	14	-2	-3	2.5
COc1ccc(CC(=O)NCCc2ccc(Cl)cc2Cl)cc1	-2	2	10	-26	-6	-1	1	-4	-0.9
O=C(CN1CCN(Cc2ccc3c(c2)OCO3)CC1)N1CCc2[nH]c3ccc(F)cc3c2C1	-28	-2	16	-20	-6	-51	-9[fluorescence artefact?]	0	0.5
Cc1cccc(N2CC(O)(c3cccs3)[N+]3=C2CCCCC3)c1 (stereo not given)	5	5	5	1	2	12	-1	3	-1.4
O=C(Cn1cnc2ccccc2c1=O)Nc1ccc(N2CCOCC2)cc1	-5	2	4	8	7	16	-1	2	-0.1
O=S(=O)(Cc1ccccc1)Nc1ccc(S(=O)(=O)NCC2CCCO2)cc1 (stereo not given)	-16	-13	6	3	26	0	2	1	-1.4
Nc1nnc(SCC(=O)c2ccc([N+](=O)[O-])cc2)s1	-6	-5	13	6	12	-2	1	-2	-0.3
COc1ccc(NC(=S)c2ccncc2)cc1	-24	3	13	-14	-1	-12	5	4	19*
CCOC(=O)N1CCC(N2C(=O)c3ccc(C(=O)Nc4ccc(F)cc4F)cc3C2=O)CC1	8	0	11	3	4	22	3[fluorescence artefact?]	5	0.2
Cc1cccc(C)c1NC(=O)C1(N(Cc2ccco2)C(=O)c2ccccn2)CCCC1	-7	10	9	-18	-3	10	1	1	-0.3
Cc1ccc(CNC(=O)c2ccc(S(=O)(=O)Nc3c(C)n(C)n(-c4ccccc4)c3=O)cc2)cc1	10	nt	8	11	-12	3	-11	3	0.9
C/C(=N\OC(=O)c1c(-c2ccccc2Cl)noc1C)c1ccncc1	5	-6	8	-21	-10	31	5	1	-0.3
Cn1cc(CN2CCc3c([nH]c4ccccc34)C2C(C)(C)C)cn1 (stereo not given)	-3	0	4	-3	-1	-5	2	1	0.7
CCOC(=O)CSc1ncc(-c2ccccc2)nn1	-8	13	4	3	-6	40	3	1	-4.0
Cc1nc(NC(=O)c2ccc(Cl)cc2)sc1Cc1ccc2c(c1)OCO2	-9	1	9	-12	-11	-37	0	3	3.5
C/C(=N\Nc1ccccn1)c1ccc(S(=O)(=O)NCc2ccco2)cc1	-13	-6	9	-10	5	-35	-2	-1	1.5
Cc1cc(S(=O)(=O)N(Cc2ccc3c(c2)OCO3)CC2CCCO2)ccc1-n1cnnn1 (stereo not given)	-3	2	5	0	2	4	0	0	1.6
O=C(NCCN1C(=O)S/C(=C\c2cccnc2)C1=O)c1cc(S(=O)(=O)N2CCOCC2)ccc1F	-18	nt	11	14	-7	-7	1	3	0.0
CCc1ccc(-c2nn(Cc3ccccc3)cc2/C=C/C(=O)O)cc1	8	-2	8	-12	-23	40	0	4	1.0
COC(=O)c1ccc(NC(=O)CN2CCN(c3cccc(Cl)c3)CC2)cc1	-4	19	23	-19	-21	-49	0	-1	-2.0
COc1ccc(CCNC(=O)c2cc3c(=O)n(C)c4ccccc4c3n2C)cc1OC	11	nt	8	-16	0	-10	4	-11	0.4
C=CCn1c(C)cc(C(=O)COC(=O)c2ccc3c(c2)NC(=O)CS3)c1C	-23	5	8	-21	-8	-14	-4	-4	0.9
O=C(CSc1nnc(CNC(=O)c2ccccc2F)o1)NCc1ccccc1	-9	-2	6	2	6	-16	-2	1	1.0
Cc1ccsc1/C=N/NC(=O)c1ccc(-n2cccc2)cc1	-4	11	11	-17	-29	-29	1	-2	3.0
CC(=O)c1c(C)[nH]c(C(=O)Nc2cc(C)cc(C)c2)c1C	1	2	18	-15	7	-24	1	-1	-1.9
COc1ccc(N2CC(O)=C(c3nc(-c4ccc(F)cc4)cs3)C2=N)cc1	-6	6	17	-19	-25	-28	0	-2	1.3
Cc1ccc(-c2nnc(N3CCN(C(=O)CN4C(=O)c5ccccc5C4=O)CC3)c3ccccc23)cc1	-14	2	14	5	4	nt	nt	6	-1.6

A second format for some results above:
smiles | S1P4 antagonist | NPY Y1 blocker | EP2 antag | NPY-Y1 PAM-ag | NPY-Y2 PAM-ag | EP2 mod | eIF4E 4G PPI | p97 ATPase inh | S1P4 ag
Cc1nc(NC(=O)c2ccc(Cl)cc2)sc1Cc1ccc2c(c1)OCO2 | -9 | 1 | 9 | -12 | -11 | -37 | 0 | 3 | 3.5
C/C(=N\Nc1ccccn1)c1ccc(S(=O)(=O)NCc2ccco2)cc1 | -13 | -6 | 9 | -10 | 5 | -35 | -2 | -1 | 1.5
Cc1cc(S(=O)(=O)N(Cc2ccc3c(c2)OCO3)CC2CCCO2)ccc1-n1cnnn1 (stereo not given) | -3 | 2 | 5 | 0 | 2 | 4 | 0 | 0 | 1.6
O=C(NCCN1C(=O)S/C(=C\c2cccnc2)C1=O)c1cc(S(=O)(=O)N2CCOCC2)ccc1F | -18 | nt | 11 | 14 | -7 | -7 | 1 | 3 | 0.0
CCc1ccc(-c2nn(Cc3ccccc3)cc2/C=C/C(=O)O)cc1 | 8 | -2 | 8 | -12 | -23 | 40 | 0 | 4 | 1.0
COC(=O)c1ccc(NC(=O)CN2CCN(c3cccc(Cl)c3)CC2)cc1 | -4 | 19 | 23 | -19 | -21 | -49 | 0 | -1 | -2.0
COc1ccc(CCNC(=O)c2cc3c(=O)n(C)c4ccccc4c3n2C)cc1OC | 11 | nt | 8 | -16 | 0 | -10 | 4 | -11 | 0.4
C=CCn1c(C)cc(C(=O)COC(=O)c2ccc3c(c2)NC(=O)CS3)c1C | -23 | 5 | 8 | -21 | -8 | -14 | -4 | -4 | 0.9
O=C(CSc1nnc(CNC(=O)c2ccccc2F)o1)NCc1ccccc1 | -9 | -2 | 6 | 2 | 6 | -16 | -2 | 1 | 1.0
Cc1ccsc1/C=N/NC(=O)c1ccc(-n2cccc2)cc1 | -4 | 11 | 11 | -17 | -29 | -29 | 1 | -2 | 3.0
CC(=O)c1c(C)[nH]c(C(=O)Nc2cc(C)cc(C)c2)c1C | 1 | 2 | 18 | -15 | 7 | -24 | 1 | -1 | -1.9
COc1ccc(N2CC(O)=C(c3nc(-c4ccc(F)cc4)cs3)C2=N)cc1 | -6 | 6 | 17 | -19 | -25 | -28 | 0 | -2 | 1.3
Cc1ccc(-c2nnc(N3CCN(C(=O)CN4C(=O)c5ccccc5C4=O)CC3)c3ccccc23)cc1 | -14 | 2 | 14 | 5 | 4 | nt | nt | 6 | -1.6

An excerpt, so the mix of outcomes need not match the whole.
